# WRN inhibitor: WRN helicase (human) inhibition. Q14191. WRN helicase unwinding, fluorescent forked duplex, kinetic. 360,000 compounds, 0.46% hits. Potency, µM (titrated, usually from 114 µM), for inactives: at the highest dose activity change, negative = inhibition, actives largely listed as inhibitors; also: potency is read from the fitted curve at half-maximal effect; % is scaled to controls: 0 for no effect and ±100 for the full control effect; nearly all actives have a fitted effect of over 55% in size
#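 Primary qHTS, 1536-well format. 20 nM WRN + compound, 15 min RT; start with 100 nM forked fluorophore/quencher duplex, 2 mM ATP (final); kinetic read ex 525/em 598 nm.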
# CCT modulator: modulators of cytosolic chaperonin (CCT/TRiC) activity; activity change, % (no concentration beside the values), hits read low; 360,000 compounds, 0.3% hits; purified chaperonin ATPase assay, HTRF ADP detection, 30 min; in the data active = activity change below about -30%; also: % is scaled to controls: 0 for no effect and ±100 for the full control effect
#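 Enzyme 40 or 20 nM (batch-dependent) in Tris pH 7.4/KCl/MgCl2/DTT; cpd 76 uM single point; ATP 10 uM; 30 min 37 °C; Transcreener ADP HTRF detection, 30 min RT; ratio 665/615.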
# PLK1 PBD block: inhibitors of human PLK1 polo-box domain binding; P53350; Plk1 PBD binding of FITC phosphopeptide, fluorescence polarization; Potency, µM, inactives show max response, negative = inhibition, usual class: inhibitors; 360,000 compounds, 2.8% hits; AID 720504; also: potency is read from the fitted curve at half-maximal effect; series mostly up to about 57 µM; % is scaled to controls: 0 for no effect and ±100 for the full control effect; nearly all actives have a fitted effect of over 65% in size
# Target sequence (P53350 whole entry, looked up, the tested form may be a part): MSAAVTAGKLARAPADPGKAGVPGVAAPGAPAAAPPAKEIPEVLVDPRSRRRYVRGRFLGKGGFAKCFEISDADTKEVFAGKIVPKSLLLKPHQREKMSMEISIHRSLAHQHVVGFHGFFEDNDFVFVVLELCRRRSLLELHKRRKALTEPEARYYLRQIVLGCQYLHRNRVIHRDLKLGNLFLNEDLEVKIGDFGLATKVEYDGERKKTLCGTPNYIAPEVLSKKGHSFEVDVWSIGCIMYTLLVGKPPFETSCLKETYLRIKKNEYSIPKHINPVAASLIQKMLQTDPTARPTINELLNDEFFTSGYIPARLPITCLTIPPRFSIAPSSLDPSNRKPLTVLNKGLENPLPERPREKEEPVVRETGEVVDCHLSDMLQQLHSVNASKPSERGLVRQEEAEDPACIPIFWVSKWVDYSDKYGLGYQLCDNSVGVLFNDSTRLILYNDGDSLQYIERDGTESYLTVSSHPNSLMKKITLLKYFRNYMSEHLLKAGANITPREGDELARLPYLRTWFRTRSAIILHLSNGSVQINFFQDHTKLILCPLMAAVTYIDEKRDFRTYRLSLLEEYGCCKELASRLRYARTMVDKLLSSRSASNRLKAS
# EPAC1 ag: agonists of human EPAC1 | AID 720707 | Potency, µM (doses to about 154 µM), for the others: at the top dose activation, usual class: activators | EPAC1 agonist qHTS, biochemical assay; response scale: 100% = response to 6.5 mM cAMP | 360,000 compounds, 0.073% hits; also: potency is read from the fitted curve at half-maximal effect; nearly all actives have a fitted effect of over 60% in size
#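 Nucleotide exchange by EPAC1 (100 nM) on Rap1B–BODIPY-GDP (250 nM) in the presence of 50 uM GDP is tracked fluorescently at 480/540 nm over 30 min. Signals are normalized to a 6.5 mM cAMP control.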
# EPAC2 agonist: activates human EPAC2 exchange factor. Q8WZA2. EPAC2 activation, biochemical qHTS; response scale: 100% = 6.5 mM cAMP response. Potency, µM (top dose mostly 154 µM), without a hit: at the highest dose activation, hits mostly activators. 360,000 compounds, 0.079% hits; also: potency is read from the fitted curve at half-maximal effect; nearly all actives have a fitted effect of over 50% in size
#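 EPAC2 (100 nM) mixed with Rap1B loaded with BODIPY-GDP (250 nM) plus 50 uM unlabeled GDP; compounds pinned in, 5 min RT, then read every 5 min for 30 min (ex 480, em 540 nm). Normalized to cAMP control.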
# PI5P4Ka inh: inhibitors of human PI5P4K alpha; P48426; PI5P4Kalpha enzyme, ADP-Glo luminescence, 60 min; active compounds read low; max response, %; 330,000 compounds, 1.2% hits; AID 652105; active = max response of -50% or lower; inconclusive = between -30% and -50%; inactive = -30% or higher; also: value at the top dose of about 77 µM; % is scaled to controls: 0 for no effect and ±100 for the full control effect
# Target sequence (P48426 whole entry, looked up): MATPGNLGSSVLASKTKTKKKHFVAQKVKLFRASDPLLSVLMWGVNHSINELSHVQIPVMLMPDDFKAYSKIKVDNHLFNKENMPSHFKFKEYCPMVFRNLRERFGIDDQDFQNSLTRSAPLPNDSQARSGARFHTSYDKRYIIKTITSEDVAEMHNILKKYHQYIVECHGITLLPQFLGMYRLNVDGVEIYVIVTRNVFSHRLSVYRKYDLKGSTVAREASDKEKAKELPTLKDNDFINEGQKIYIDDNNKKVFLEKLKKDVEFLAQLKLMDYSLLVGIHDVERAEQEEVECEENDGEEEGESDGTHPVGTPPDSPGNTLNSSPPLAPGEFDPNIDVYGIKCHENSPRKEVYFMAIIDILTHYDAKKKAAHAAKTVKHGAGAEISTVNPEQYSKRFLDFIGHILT
#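 Controls without substrate or without enzyme flank wells where PI5P4Kalpha converts substrate using 5 microM ATP (final). Incubation lasts 60 minutes at room temperature; ADP formed is read by ADP-Glo luminescence.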
# IL2 activator: activators of IL-2. IL-2 activation reporter assay, cell-based qHTS; stimulated with anti-CD3/CD4/CD28 beads; in transgenic mouse T cells. activation, % (series mostly up to about 46 µM). 360,000 compounds, 0.065% hits. AID 652025; in the data active = activation above about 50%; inconclusive = mostly about 30% to 49%; also: 0% is about no effect
#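 Readout is EGFP and DsRed signal by fluorescent plate cytometry after 18 h at 37 degrees C. Transgenic mouse T cells (750/well) received compound for 60 min before bead stimulation (anti-CD3, anti-CD4, anti-CD28); memory T cells served as non-tolerant control.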
# EPAC1 antagonist: antagonists of human EPAC1; EPAC1 GEF assay, Rap1b-BODIPY-GDP exchange fluorescence; Potency, µM (titrated, usually from 115 µM), inactives show top-dose activity change, negative = inhibition, hits mostly inhibitors; 360,000 compounds, 0.14% hits; O95398;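 also: potency is read from the fitted curve at half-maximal effect; plate controls were vehicle for no effect and positive control for full effect; nearly all actives have a fitted effect of over 50% in size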
# * marks the source's active call; other numbers are inactive results; u = inconclusive; x = not tested or not shown; [ ] = another dose, or the depositor's remark. Unless noted, calls follow the shape of the dose curve; as a rule, active = well fitted curve in the direction sought with a large enough effect; inconclusive = small, poorly fitted or top-dose-only effect, or another doubt; inactive = no such curve, though single readings can be large; an effect the other way counts as inactive or inconclusive.
SMILES,WRN inhibitor,CCT modulator,PLK1 PBD block,EPAC1 ag,EPAC2 agonist,PI5P4Ka inh,IL2 activator,EPAC1 antagonist
CSc1ccccc1NC(=O)c1ccccc1N(C)S(C)(=O)=O,10%,-1.1,-2%,-2%,-6%,x,4.7,11%
Cc1nn(-c2ccccc2)c(Cl)c1/C=C1\SC(=S)NC1=O,-15%[11.6 µM],-5.5,u,1%,-1%,x,-1.8,u
CCOc1ccc2nc(NC(=O)CSc3nc(-c4ccccc4)c(C#N)c(=O)[nH]3)sc2c1,u,-2.1,21µM*,-7%,10%,u,-0.8,u
CC(C)(C)c1ccc(C(=O)NNC(=O)C2CCCCC2)cc1,-6%,-1.5,-10%,9%,4%,7,-2.3,10%
O=C(NCCO)/C(=C\c1ccc([N+](=O)[O-])o1)NC(=O)c1ccccc1,3%,-6.1,-12%,3%,16%,-1,2.2,-13%
Cc1ccsc1CN(C)c1ncnc2ccc(-c3ccoc3)cc12,x,x,x,12%,7%,x,-1.0,-24%
Cc1ccc(NC(C)c2cc(Cl)ccc2O)cc1 (stereo not drawn),-5%,-0.4,-16%,26%,u,0,-2.3,-11%
COc1ccc(NS(=O)(=O)NC(=O)c2c(C)n(C)c3ccccc23)cc1,6%,-0.5,-7%,5%,10%,4,-0.3,-2%
Cc1ccc(-c2n[nH]c(=O)c3ccccc23)cc1S(=O)(=O)NCCO,6%,-0.7,-6%,0%,6%,0,-0.8,-11%
Cc1onc(-c2ccccc2)c1C(=O)Nc1ccccc1NC(=O)c1c(-c2ccccc2)noc1C,-12%,0.2,2%,-10%,-4%,1,1.8,1%
C#CCn1c(S(=O)(=O)Cc2ccccc2Cl)nc(-c2ccccc2)c1-c1ccccc1,-12%,-1.0,-11%,1%,18%,6,-5.0,-2%
C#CCNC(=O)C[C@@H]1C[C@@]2(C(=O)OCC)CCCC=C2N(Cc2ccc3c(c2)OCO3)C1=O,-6%,0.3,0%,-5%,-4%,3,0.1,-18%
O=C(CC(C(=O)O)C1CCCO1)NCCc1ccc2c(c1)OCO2 (stereo not drawn),-7%,-2.3,0%,6%,3%,0,-2.1,2%
O=C(OCC(=O)N1CCOCC1)c1ccccc1OCc1ccccc1Cl,2%[11.6 µM],-3.9,-13%,2%,-1%,3,-0.7,-29%
O=C1CC2c3ccccc3C1C1C(=O)N(CCO)C(=O)C21 (stereo not drawn),-4%,0.0,-9%,-2%,11%,-1,-1.4,-21%
CCN(CC)S(=O)(=O)c1ccc(C)c(NC(=S)N2CCN(Cc3ccc4c(c3)OCO4)CC2)c1,-9%,-3.4,u,11%,3%,2,-1.9,-17%
COc1cccc(Nc2nnc(SCc3nc4ccccc4s3)s2)c1,-23%,-1.1,2%,5%,11%,-19,-0.8,-22%
O=C(Nc1cnccn1)Nc1ccccc1Cl,-2%,-0.9,-3%,-6%,6%,2,-1.7,-21%
C#CCOc1c(Cl)cc(/C=N/NC(N)=S)cc1OCC,-3%,1.0,-8%,-9%,0%,-2,-1.6,-17%
CC1(C)CC(=O)c2cn3ncnc3nc2C1,2%,-1.0,0%,-3%,1%,x,-1.1,-2%
COc1ccc(NC(=O)Cc2coc3ccc4ccccc4c23)cc1S(=O)(=O)N1CCOCC1,-10%,0.0,-5%,13%,12%,0,-1.5,7%
Cc1cc(C)cc(NC2=NC3(CCCCC3)N=C(N)N2)c1,-5%,1.3,-4%,3%,0%,-6,0.5,5%
COc1ccc(NC(=O)CCN2C(=O)c3ccccc3S2(=O)=O)cc1,8%,2.9,-1%,-9%,-12%,x,0.9,7%
CCN(C(=O)Cn1cc(C(F)(F)F)ccc1=O)c1c(N)n(Cc2ccccc2)c(=O)[nH]c1=O,3%,-1.7,-13%,2%,13%,-6,-0.1,-10%
CCOC(=O)c1ccc(Nc2cc3ccccc3c(=O)[nH]2)cc1,1%,-1.1,-11%,-2%,1%,3,0.1,-21%
CC(NC(=O)CN1CCN(c2ccc(Cl)cc2)CC1)c1ccccc1 (stereo not drawn),-1%,0.6,-3%,1%,9%,0,-0.1,7%
Cc1ccc(-c2cnc(C(O)c3cc(C)cc(C)c3)[nH]2)cc1 (stereo not drawn),-4%,-0.1,3%,-15%,2%,13,-0.4,-4%
COc1cc(NC(=O)CN(C)S(=O)(=O)c2cccs2)cc(OC)c1,-3%,-0.5,-9%,5%,7%,0,-1.7,-10%
O=C(Nc1ccc(N2CCOCC2)cc1)c1cc2ccccc2o1,-6%,0.9,-3%,8%,0%[15.6 µM],-3,-0.1,-15%
CCCCS(=O)CC(COC)OC(=O)c1ccccc1 (stereo not drawn),3%,1.7,-4%,-14%,-14%,-2,-0.6,-23%
Cc1ccc(NC(=O)O/N=C/c2ccc(F)cc2)cc1,-1%,-4.9,-10%,5%,7%,7,0.9,-5%
Cc1ccc(C23CC4CC(CC(NC(=O)NN)(C4)C2)C3)cc1,-11%,0.7,-12%,10%,6%,16,-0.6,-10%
O=S(=O)(c1cc(Cl)sc1Cl)N1CCCC1,0%,-3.3,1%,4%,12%,2,-0.2,7%
Cc1ccc(OCC(=O)N(C)CC(=O)Nc2ccc(F)cc2)c([N+](=O)[O-])n1,2%,-2.3,-4%,-1%,5%,0,-2.2,10%
CCOCCCNCC(=O)Nc1ccccc1N1CCOCC1,-2%,2.4,-5%,-4%,5%,x,-1.5,5%
O=C(Nc1ccccc1)c1ccsc1,3%,-3.1,5%,7%,0%,-5,-1.2,7%
CCOc1ncccc1C(=O)N(C)CC(=O)Nc1ccc(F)cc1,2%,-1.2,-5%,-6%,3%,6,0.4,-1%
CCOC(=O)Cn1c(C)c(Br)c(=O)c2cccc(C)c21,-5%,-1.4,1%,5%,-2%,17,0.4,-28%
N#Cc1ccc(C(=O)Nc2cccc3ccccc23)c(F)c1,-5%,-0.1,-3%,0%,-1%,1,-0.4,-6%
Cc1csc(Nc2cccc3ccccc23)n1,-2%,1.5,-18%,11%,19%,-1,1.7,-16%

# Full records as entered above:
# Shown for Cc1csc(Nc2cccc3ccccc23)n1 : WRN inhibitor = -2%; CCT modulator = 1.5; PLK1 PBD block = -18%; EPAC1 ag = 11%; EPAC2 agonist = 19%; PI5P4Ka inh = -1; IL2 activator = 1.7; EPAC1 antagonist = -16%
# Shown for Cc1ccc(OCC(=O)N(C)CC(=O)Nc2ccc(F)cc2)c([N+](=O)[O-])n1 : WRN inhibitor = 2%; CCT modulator = -2.3; PLK1 PBD block = -4%; EPAC1 ag = -1%; EPAC2 agonist = 5%; PI5P4Ka inh = 0; IL2 activator = -2.2; EPAC1 antagonist = 10%

# The results go on:
SMILES,WRN inhibitor,CCT modulator,PLK1 PBD block,EPAC1 ag,EPAC2 agonist,PI5P4Ka inh,IL2 activator,EPAC1 antagonist
Cc1ccccc1C(=O)N1N=C(c2ccc(NS(C)(=O)=O)cc2)CC1c1cccs1 (stereo not drawn),-13%,1.1,2%,6%,13%,-1,0.0,-19%
Cc1cccc(C)c1Nc1nnc(SCC(=O)Nc2ncc(C(F)(F)F)cc2Cl)s1,-1%,-2.9,u,-17%,-6%,-2,-2.6,-21%
OCC(O)C(O)CC1SCCS1 (stereo not drawn),5%,0.3,4%,2%,4%,-2,-5.0,13%
C=CCNC(=S)NCC1COc2ccccc2O1 (stereo not drawn),16%,0.3,-3%,0%,7%,6,-0.2,11%
CCOC(=O)c1c(N)n[nH]c1-c1ccc(OC)cc1,6%,0.1,0%,-2%,12%,x,-3.2,4%
CCOC(=O)c1cnc(-c2ccccc2)nc1N(C)C,-1%,1.3,-7%,2%,10%,x,-2.6,-2%
CCCc1nc2c3ccccc3ccn2c1Cc1cccc(Cl)c1,-8%,1.1,0%,12%,11%,-1,0.2,3%
CCC(C)C(=O)Nc1nnc(SCC(=O)Nc2ccc(F)cc2)s1 (stereo not drawn),-7%,-3.8,-24%,-8%,1%,-2,-0.9,-20%
CCOc1cc(/C=N\NC(=O)CC(=O)NCCc2ccccc2)ccc1O,-4%,-1.3,-6%,3%,3%,8,-0.4,-5%
COc1cnn(-c2ccc(C)cc2)c(=O)c1Cl,6%,-0.8,4%,-11%,5%,-2,-1.0,21%
CCC1(C)Cc2c(sc3nc(NC)n(C)c(=O)c23)CO1 (stereo not drawn),-31%,-1.5,-16%,-8%,1%,-10,-3.8,-5%
COc1ccc2[nH]c(=O)c(CN(C(=O)c3ccco3)C(C)C)cc2c1,7%,2.4,-8%,-1%,10%,7,0.0,u
Cc1cc2c3c(c1C)C(=O)C(=O)N3C(C)(C)CC2C (stereo not drawn),3%,-0.3,-1%,-17%,-3%,2,-1.0,5%
N#CC1=C(N)Oc2n[nH]c(-c3ccc(F)cc3)c2C1c1cccnc1 (stereo not drawn),-16%,-4.2,u,3%,1%,u,0.3,-3%
Cc1cc2[nH]c(=O)c(=O)[nH]c2cc1S(=O)(=O)N1CCN(c2cccc(C)c2C)CC1,u,1.7,-5%,-10%,2%,0,-1.7,-17%
COc1ccc(Br)c(-c2nc(CS(=O)(=O)c3ccc(F)cc3)no2)c1,2%,-3.3,-13%,0%,19%,3,-0.6,-5%
CCCCCn1c(N)c(-c2nc3ccccc3s2)c2c([N+](=O)[O-])nn(CC)c(=O)c21,-5%,0.7,-2%,10%,9%,x,u,5%
CC(=O)Nc1c2c(nn1-c1ccc(F)cc1)CSC2,8%,-0.8,7%,-12%,5%,-9,-0.7,-5%
CC(C)(C)c1ccc(/C=N/OCC(=O)NCc2ccccc2)cc1,-4%,-2.8,-6%,1%,20%,5,-2.5,-21%
Cc1ccc(NC(=O)CN(C)S(=O)(=O)c2ccc3c(c2)n(C)c(=O)c(=O)n3C)cc1,6%,-5.6,-20%,9%,6%,-5,-2.9,5%
CC1CCCCN1c1nnc(N)s1 (stereo not drawn),-6%,1.5,-12%,8%,6%,x,2.0,-18%
Cc1ccc(C(=O)Nc2ccccc2C(=O)NC(C(=O)O)C(C)C)cc1 (stereo not drawn),-1%,1.7,0%,3%,0%,x,-0.2,15%
O=C(NCc1cccc(C(F)(F)F)c1)N1CCN(S(=O)(=O)c2ccccc2F)CC1,-9%,-2.9,-1%,-3%,4%,2,0.4,-2%
CC1CCN(S(=O)(=O)CCNC(=O)c2ccc3c(c2)OCO3)CC1,-8%,-1.9,-7%,12%,4%,1,-0.7,-22%

# 2 entries from above, reformatted:
# Values in the order – WRN inhibitor | CCT modulator | PLK1 PBD block | EPAC1 ag | EPAC2 agonist | PI5P4Ka inh | IL2 activator | EPAC1 antagonist
- CCCc1nc2c3ccccc3ccn2c1Cc1cccc(Cl)c1
    -8% | 1.1 | 0% | 12% | 11% | -1 | 0.2 | 3%
- CCC(C)C(=O)Nc1nnc(SCC(=O)Nc2ccc(F)cc2)s1 (stereo not drawn)
    -7% | -3.8 | -24% | -8% | 1% | -2 | -0.9 | -20%

# These rows are one share of the data; the hit share may differ from the screen's.
